Lipid storage S3: qHTS Assay for Lipid Storage Modulators in Drosophila S3 Cells. Drosophila S3 cells, BODIPY lipid droplet fluorescence, 18-24 h; cells fed with added oleic acid. Potency in µM for hits, for the others lipid storage change, negative = inhibition, % at the top dose, mostly 46.1 µM. 320,000 tested, 0.64% active. AID 2685, 2010; active = well fitted inhibition curve with a large enough effect in the signal ratio, with a control signal flat, not every such curve was filed as active; inconclusive = small, poorly fitted or top-dose-only effect, or effect the other way, or a change in a side signal; the % refers to the signal ratio
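Laser-scanning cytometry quantifies lipid droplet accumulation (500–530 nm total intensity; droplet/cell object ratio) in oleic acid-fed (400 uM added) Drosophila S3 cells treated with a concentration series. 20 uM Triacsin C defined 100% inhibition.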
Lipid storage S3 cell count max: recorded beside Lipid storage S3, whose call it bears; cell number change, %; measured here: cell count max response;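 cells counted by Cell Tracker Red CMTPX staining in the red channel; peak over a dose series mostly up to 46.1 µM; percent activity relative to internal control wells on each plate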
Active calls of the source: *; i = inactive; ? = inconclusive; . = no result given; [ ] = remark or other dose. % is scaled to controls: 0 for no effect and ±100 for the full control effect; potency is read from the fitted curve at half-maximal effect.

#	Lipid storage S3	Lipid storage S3 cell count max	molecule
1	20.7%	-28.7	CC1CCCN(C(=O)COC(=O)c2n[nH]c3ccccc23)C1 (centres undefined)
2	?	.	CC1CCCN(c2nc3ccsc3c(=O)s2)C1 (centres undefined)
3	?	.	O=C(c1ccoc1)N1CCC2(CC1)Oc1ccc(Cl)cc1C(=O)C21CC(c2ccc(Cl)cc2)=NO1 (centres undefined)
4	?	.	CN(CC(=O)Nc1ccc(Cl)c(C(F)(F)F)c1)C(=O)Cc1n[nH]c(=O)c2ccccc12
5	?	.	C=CCN1C(=O)C(Cc2ccc(OCC)cc2)S/C1=N\N=C\c1cccs1 (centres undefined)
6	14.9%	-16.7	CC1Nc2ncnc(N3CCOCC3)c2N(Cc2ccccc2)C1=O (centres undefined)
7	?	.	COc1ncnc(OC)c1NC(=O)c1ccc(F)cc1
8	24.5%[9.22 µM]	-12.6	O=C(/C=C/c1ccc(OCc2c(F)cccc2Cl)cc1)N1CCOCC1
9	?	.	COc1ccccc1CN1CCCC(N2CCN(c3ccccc3OC)CC2)C1 (centres undefined)
10	?	.	COc1ccc(NC(=S)N(CCN(C)C)C(C)c2ccncc2)cc1Cl (centres undefined)
11	?	.	CCOC(=O)c1ccccc1NC(=O)c1ccccc1SC
12	?	.	COc1ccccc1NC(=O)N(c1c(N)n(Cc2ccccc2)c(=O)[nH]c1=O)C1CCCC1
13	?	.	Cn1c(=O)c2cc(S(=O)(=O)N3CCN(c4cccc(C(F)(F)F)c4)CC3)ccc2n(C)c1=O
14	6.5%	7.2	CCOC(=O)c1ccc2c(c1)N(CC#N)C(=O)C(C)(C)O2
15	?	.	CC1CC(C)(C)NC(=S)N1CCCC(=O)Nc1ccc(Cl)cc1 (centres undefined)
16	?	.	Clc1ccc(-c2csc(N3CCN(c4ccccc4)CC3)n2)cc1
17	?	.	O=C(NCC1COCCO1)c1ccc2nc(Cc3cccc(Cl)c3)oc2c1 (centres undefined)
18	?	.	O=C(NC1CCCC1)C1CC(=O)N(c2ccc(F)c(Cl)c2)C1 (centres undefined)
19	?	.	Cn1c(CCC(=O)OCC(=O)NCC(F)(F)F)nc(=O)c2ccccc21
20	?	.	CC(NS(=O)(=O)c1ccc(OCC(=O)NCc2ccccn2)cc1)c1ccccc1 (centres undefined)
21	?	.	Cc1cccc(-n2cc(C(=O)O)c(=O)cc2C)c1
22	?	.	O=C(CCC(=O)OCC(=O)c1ccc([N+](=O)[O-])cc1)NC1CCCCC1
23	?	.	CN1CCN(c2nc(N3CCN(CCO)CC3)nc3ccccc23)CC1
24	?	.	Cc1ccc(S(=O)(=O)N2CCC(C(=O)NNC(=O)C3CC3)CC2)cc1Cl
25	-8.3%	-4.6	Oc1ccc(/C=N/Nc2ccc(C(F)(F)F)cn2)cc1
26	?	.	CN(c1ccccc1)S(=O)(=O)c1nnc(NC(=O)c2ccco2)s1
27	1.1%	7.6	COc1cccc(CN2CCNC(=O)C2CC(=O)NCc2cc(C(C)C)no2)c1 (centres undefined)
28	3.0%	6.7	COCCNC(=S)NNC(=O)c1cc(-c2cccnc2)nc2ccccc12
29	21.6%	1.8	O=C(NCCN1C(=O)S/C(=C\c2ccccc2)C1=O)C1CCN(S(=O)(=O)c2cccs2)CC1
30	?	.	O=S(=O)(NCCOc1cccc2cccnc12)c1ccc(F)cc1
31	-0.7%	4.2	Cn1nccc1C(=O)Oc1cccc(/C=N/NC(=O)c2ccccc2O)c1
32	-8.7%	3.7	C=CCc1cccc(/C=N/NC(=O)C(=O)Nc2ccc(C)cc2)c1O
33	3.2%	1.9	COC(=O)c1ccc(N=c2sc(C(=O)OC)cc(=O)n2C)cc1
34	?	.	COc1cccc(N(C(=O)CCl)C(C(=O)NCCc2ccccc2)c2cccs2)c1 (centres undefined)
35	-0.3%	1.6	CN(CC(=O)NNC(=O)CNC(=O)c1cccs1)S(=O)(=O)c1ccc(Cl)cc1
36	11.9%	5.9	CC(CCc1ccccc1)NC(=O)C(C)OC(=O)c1ccco1 (centres undefined)
37	-6.7%	10.8	COc1ccc(-c2cn3c(C)c(C(=O)Nc4ccncc4)sc3n2)cc1
38	15.0%	5.9	CCCc1c(C)nc2c(Br)cccc2c1Cl
39	?	.	Cc1ccc(NC(=O)NCC2CCN(Cc3cccc(Cl)c3)CC2)c(Cl)c1
40	-8.8%	0.0	COc1ccc(NC(C)=O)cc1CP(=O)(c1ccccc1)c1ccccc1

Structures from the list above containing an NH in an aromatic ring:
#	Lipid storage S3	Lipid storage S3 cell count max	molecule
1	20.7%	-28.7	CC1CCCN(C(=O)COC(=O)c2n[nH]c3ccccc23)C1 (centres undefined)
4	?	.	CN(CC(=O)Nc1ccc(Cl)c(C(F)(F)F)c1)C(=O)Cc1n[nH]c(=O)c2ccccc12
12	?	.	COc1ccccc1NC(=O)N(c1c(N)n(Cc2ccccc2)c(=O)[nH]c1=O)C1CCCC1

Other records follow.
#	Lipid storage S3	Lipid storage S3 cell count max	molecule
41	3.0%	5.6	COc1ccc(NC(=O)c2cc(-c3cccc(OC)c3)on2)cc1
42	?	.	Cc1ccc2[nH]c(=O)c(CN(CC3CCCO3)S(=O)(=O)c3c(C)ccc4nsnc34)cc2c1 (centres undefined)
43	-6.9%	4.1	Nc1c(-c2ccc(Cl)cc2)cnc2ncnn12
44	3.2%	12.3	Cc1cc(C)c2c(N)c(C(=O)N/N=C/c3ccccc3)sc2n1
45	0.1%	14.3	CCCCOC(=O)c1ccc(NC(=O)C(=O)NCc2cccnc2)cc1
46	?	.	Cc1noc(C)c1C(=O)OCC(=O)Nc1ccc(S(N)(=O)=O)cc1
47	?	.	C=CCNC(=O)c1ccccc1NS(=O)(=O)c1ccc(SC)cc1
48	?	.	Nc1ccc(-n2nnnc2-c2ccco2)cc1
49	-0.2%	-9.4	O=C(Cn1cnc2nc3n(c2c1=O)CCC3)NCc1ccccc1
50	?	.	CCN(CC)C(=S)SC1CCCCN(C(=O)c2ccc(F)cc2)C1=O (centres undefined)
51	-20.1%	0.3	CCc1cc(C(=O)N2CCCC(C(=O)c3ccc(C(F)(F)F)cc3)C2)n(C)n1 (centres undefined)
52	?	.	CCc1ccc(/C=C(/C#N)C(N)=S)s1
53	-0.8%	-2.6	CC1CN(c2nc3ccccn3c(=O)c2C=O)CC(C)O1 (centres undefined)
54	?	.	COc1ccccc1N1CCN(CCCC(=O)c2ccc(F)cc2)CC1
55	14.9%	6.2	Cc1[nH]c2ccccc2c1CC(=O)O
56	?	.	CCOC(=O)C1=C(C)N(C)C(C)=C(C(=O)OCC)C1c1ccc(Cl)cc1
57	-13.0%	13.5	CC1=C(C(=O)OCc2ccccc2)C(c2ccc(Br)cc2)NC(=O)N1CCCC(=O)O (centres undefined)
58	?	.	CCC(C)c1ccccc1OCCCN(C)Cc1ccccc1 (centres undefined)
59	6.51µM*	-24.1*	O=C(CCCN1C(=O)/C(=C/c2cccs2)SC1=S)NNC(=O)c1ccccc1O
60	?	.	CCc1nnc(NC(=O)c2nc(S(=O)(=O)Cc3ccc(C)cc3)ncc2Cl)s1
61	?	.	COc1ccccc1NS(=O)(=O)c1cc(NC(=O)c2ccco2)ccc1N1CCOCC1
62	8.4%	-0.3	CCN(CC)S(=O)(=O)c1cccc(C(=O)NCCCN2CCOCC2)c1
63	-0.1%	3.0	CC(=O)Nc1nn(C)c2nc3ccc(C)cc3cc12
64	11.8%	6.9	O=C(COc1ccc(Br)cc1)Nc1ccc(C(=O)Nc2ccccc2C(=O)O)cc1
65	2.2%	17.3	Cc1c(C(=O)O)cccc1[N+](=O)[O-]
66	11.6%	-12.8	CCC(NC(=O)Nc1cc(OC)c(OC)c(OC)c1)(C(F)(F)F)C(F)(F)F
67	?	.	COc1ccc(CCNC(=O)/C(C#N)=C/c2cccc(OCc3ccccc3)c2)cc1OC
68	-14.5%	-12.5	Cc1ccc(O)c(-n2nc3ccccc3n2)c1
69	?	.	COCCCNC(=O)c1ccc(CS(=O)(=O)Cc2cccc(C)c2)o1
70	-0.4%	-11.6	Fc1ccc(-c2cc(C(F)(F)F)n3ncnc3n2)cc1
71	?	.	Cc1ccc(/C=C2\SC(=S)N(CCC(=O)NNC(=O)c3ccccc3O)C2=O)cc1
72	?	.	O=C(NCc1ccc(F)cc1)c1cnc(Cl)c(Cl)c1
73	?	.	O=C(/C=C/c1ccc(Cl)cc1)NCCSc1ccccc1
74	?	.	NC(=O)c1ccsc1NC(=O)c1ccco1
75	1.9%	6.5	COc1cc(NC(=O)CCCn2c(=S)[nH]c3ccccc3c2=O)cc(OC)c1OC
76	7.6%	15.5	C=CCN1C(=O)/C(=c2\sc3nc(=O)c(Cc4ccccc4)nn3c2=O)c2ccccc21
77	i	.	COC(=O)Nc1ccc(SCC(=O)c2ccc(Cl)cc2)cc1
78	-4.2%	2.1	CN1CCC(Oc2ccccc2Sc2ccccc2)CC1
79	1.6%	3.3	CC(=O)NC1CC2CCCC(C1)N2CC(=O)N1CCCc2ccccc21 (centres undefined)
80	?	.	Cc1cc(C(=O)OCC(=O)Nc2ccccc2C)c(C)o1
81	7.9%	6.2	CCC1=NN(C(=O)COc2ccccc2C)C(O)(c2ccncc2)C1 (centres undefined)
82	7.4%	7.1	CNC(=S)N(Cc1ccc(OC)cc1)C1CC(=O)N(c2ccc(C(=O)OC)cc2)C1=O (centres undefined)
83	?	.	Cc1ccc(-c2cc(C(=O)NCc3cnn(C)c3)c3cc(Br)ccc3n2)cc1
84	?	.	CCOc1ccc(NCC(=O)Nc2ccc(Cl)cc2C)cc1
85	?	.	CN1CCC(OC(=O)COc2ccc(Br)cc2)CC1
86	i	.	CC(=O)Nc1ccc(Oc2nc(C(F)(F)F)nc3ccccc23)cc1
87	?	.	Cc1cc(F)ccc1NCc1cc2c(cc1[N+](=O)[O-])OCO2
88	2.2%	1.7	Brc1cccc(-c2nnc(-c3ccccc3)o2)c1
89	-4.3%	1.5	C=CC(=O)NCc1ccc(-c2csnn2)cc1
90	?	.	O=C(CN1CCN(C2CCCCC2)CC1)Nc1ccc(Br)cc1
91	?	.	COc1ccccc1C(CNC(=O)CSc1ccc2ccccc2c1)N(C)C (centres undefined)
92	?	.	Cc1ccc(OCC(=O)Nc2cc(NC(=O)COc3ccc(C)cc3)cc(C(=O)O)c2)cc1
93	i	.	O=C(Nc1cccc(F)c1)C1CC(=O)N(c2ccc(Br)cc2)C1 (centres undefined)
94	5.9%	8.5	Cn1cc(CN2CCCC(C(=O)c3ccc(-c4ccccc4)cc3)C2)cn1 (centres undefined)
95	i	20.3	CC(C)(C)CC(=O)Nc1cc2c3c(c1)CCN3C(=O)CC2
96	-12.3%	6.1	Cc1ccc(NC(=O)N2CCCC2C(=O)Nc2ccc(-n3cnnn3)c(C)c2)cc1 (centres undefined)
97	?	.	Cn1c2ccccc2c2c(C(=O)N3CCN(c4ccccc4)CC3)cn(C3CCCC3)c(=O)c21
98	?	.	O=S(=O)(NCCSCc1ccc(Cl)cc1Cl)c1ccc2c(c1)OCCO2
99	?	.	CC(=O)Nc1ccc(SC[C@H](Cc2ccccc2)N2CC[C@@H](C(C)(C)C)CCC2=O)cc1
100	?	.	COC(=O)c1ccc(Sc2ccccc2NS(=O)(=O)c2ccc(C)cc2)nc1

Other records follow:
#	Lipid storage S3	Lipid storage S3 cell count max	molecule
101	?	.	COc1ccc2nc(N3C(=O)CNC3=S)sc2c1
102	?	.	CC1=CC(C)(C)n2c(O)c(N=NC(N)=S)c3c(C)c(C)cc1c32
103	7.6%	0.3	O=C(O)/C=C/C(=O)N1CCc2ccccc21
104	i	10.3	Cn1c(CCN2CCCC2)nc2cc(NS(=O)(=O)c3ccccc3)ccc21
105	9.7%	-5.5	O=C(c1n[nH]c(=O)c2ccccc12)N1CCN(c2ccccc2)CC1
106	?	.	CN1C(=O)c2ccccc2Sc2ccc(C(=O)O)cc21
107	?	.	CCC(=O)c1ccc(OCC(=O)OCC(=O)NCCCc2ccccc2)cc1
108	?	.	CC(=O)c1ccc(N2CCN(CC(=O)N(C3CC3)C3CCS(=O)(=O)C3)CC2)c(F)c1 (centres undefined)
109	?	.	CCO/C=C/C(O)(CNC(=O)COc1ccccc1F)C(F)(F)F (centres undefined)
110	-18.4%	.	CCOc1ccccc1CNC(=O)C1CCN(c2nc3ccccc3o2)CC1
111	?	.	CN1CCN(CCCC(=O)c2ccc(F)cc2)CC1
112	i	-5.8	CC1CN(C(=O)COC(=O)Cc2c(F)cccc2Cl)CC(C)O1 (centres undefined)
113	?	.	O=C(Nc1ccc2[nH]ncc2c1)c1cccc(F)c1
114	?	.	Cc1nc(NN)c2c3c(sc2n1)COC(C)(C)C3
115	-0.8%	27.2	O=[N+]([O-])c1ccccc1S(=O)(=O)Nc1nc2ccccc2s1
116	?	.	O=C(O)c1ccc(N/N=C/c2ccc(OC(=O)c3ccccc3Cl)cc2)cc1
117	?	.	C[C@@H](C(=O)Nc1ccc2ccccc2c1)[C@H]1C[C@]1(C)[C@H](NS(=O)(=O)c1ccc(-c2ccccc2)cc1)c1ccccc1
118	-1.3%	-9.2	O=C1CC[C@@H](C(=O)O)N1
119	-0.2%	8.7	CCCCOc1nc(N2CCOCC2)nc(C)c1[N+](=O)[O-]
120	?	.	Cc1cccc(N(C)C(=O)c2cc(S(=O)(=O)N3CCCCC3)c[nH]2)c1

Compound profiles (already shown). Order of screens: Lipid storage S3	Lipid storage S3 cell count max
`Cc1nc(NN)c2c3c(sc2n1)COC(C)(C)C3` across the screens: ?	.
`CC1=CC(C)(C)n2c(O)c(N=NC(N)=S)c3c(C)c(C)cc1c32` across the screens: ?	.
`CCOc1ccccc1CNC(=O)C1CCN(c2nc3ccccc3o2)CC1` across the screens: -18.4%	.
`CN1CCN(CCCC(=O)c2ccc(F)cc2)CC1` across the screens: ?	.
`CC(=O)c1ccc(N2CCN(CC(=O)N(C3CC3)C3CCS(=O)(=O)C3)CC2)c(F)c1` (centres undefined) across the screens: ?	.

These rows are one share of the data. The share of hits here may be higher or lower than overall.
